# Bim-Mcl-1 – inhibitors of Bim-Mcl-1 interaction, human. Q07820. Bead-based flow cytometry, Bim peptide-Mcl-1 binding. inhibition, % at 10 µM. 190,000 compounds, 0.1% hits. AID 1009; in the data active means inhibition above about 40%;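 further: 0% = no compound tracer wells and 100% = peptide blocker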
# Target sequence (Q07820 whole entry, looked up): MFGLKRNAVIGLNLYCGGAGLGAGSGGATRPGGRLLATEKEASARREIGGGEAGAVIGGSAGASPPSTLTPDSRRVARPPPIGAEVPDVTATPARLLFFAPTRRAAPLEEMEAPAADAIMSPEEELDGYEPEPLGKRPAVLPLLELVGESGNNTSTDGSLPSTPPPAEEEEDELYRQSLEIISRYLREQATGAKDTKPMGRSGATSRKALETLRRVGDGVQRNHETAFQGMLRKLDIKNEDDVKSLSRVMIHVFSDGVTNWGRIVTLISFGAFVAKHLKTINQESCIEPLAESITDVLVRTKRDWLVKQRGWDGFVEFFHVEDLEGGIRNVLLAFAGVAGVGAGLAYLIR
# Avidin bead fluor – avidin bead compound fluorescence profile. Avidin beads, compound fluorescence 488/530 nm, flow cytometry; stronger effect = higher value. fluorescence (KMESF) at 10 µM. 220,000 compounds, 0.38% hits; in the data active means fluorescence above about 47; further: inactives centre near 10
# Rac1 wt modul – modulators of human Rac1 wildtype GTP binding; GTP binding activity (% of control), % at 10 µM; P63000; GST-Rac1 beads, fluorescent GTP binding, flow cytometry; actives lie on both sides; 0 = cold GTP competed, 100 = untreated; 190,000 compounds, 0.27% hits; AID 757;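 active means GTP binding activity at least 20 points away from the 100% control level, either lower or higher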
# Cdc42 wt – human Cdc42 wildtype GTP binding change, either direction; P60953; GST-Cdc42 beads, Bodipy-GTP binding, flow cytometry; actives lie on both sides; percent activity (GTP binding), % at 10 µM; 190,000 compounds, 0.2% hits; AID 761;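 active means percent activity GTP binding at least 20 points away from the 100% baseline, either down as inhibitor or up as activator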;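 further: median bead fluorescence of bound Bodipy-FL-GTP at 100 nM; 0% = excess unlabeled GTP control and 100% = no compound control; below 100% means less GTP binding so inhibitor and above means activator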
# Target sequence (P60953 whole entry, looked up): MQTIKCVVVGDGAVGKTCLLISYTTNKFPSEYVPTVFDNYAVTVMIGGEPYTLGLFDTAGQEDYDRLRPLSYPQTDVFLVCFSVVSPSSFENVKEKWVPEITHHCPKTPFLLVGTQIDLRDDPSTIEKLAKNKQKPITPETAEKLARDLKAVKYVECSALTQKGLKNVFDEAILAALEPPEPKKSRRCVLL
# Rab2A wt mod – changes GTP binding to wildtype dog Rab2A, up or down. 190,000 compounds, 0.19% hits. GTP binding activity, % at 10 µM. GST-Rab2 wt beads, Bodipy-GTP binding, flow cytometry. P61105;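 active means GTP binding activity at least 20 points away from 100%, either lowered or raised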;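 further: 0% = beads with excess unlabeled GTP and 100% = no-compound control corrected for plate trend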
# Mcl1 Noxa PPI – disrupts binding of human Mcl-1 to Noxa peptide. TR-FRET Mcl-1/Noxa peptide binding, 2 h. 220,000 compounds, 1.5% hits. inhibition, % at 21.7 µM. Q07820;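 active means compounds that cut the protein-peptide binding signal by more than 50% relative to plate controls in a single-dose test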;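 further: His-tagged Mcl-1 with rhodamine Noxa BH3 peptide and terbium anti-His antibody; 0% = Mcl-1 plus Noxa peptide wells and 100% = peptide-only wells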
# HRas wt GTP – modulators of GTP binding to human HRas wildtype; P01112; GST-Ras wt beads, Bodipy-FL-GTP binding, flow cytometry; actives lie on both sides; GTP binding activity, % at 10 µM; 190,000 compounds, 0.14% hits;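 active means GTP binding activity at least 20% away from the 100% baseline, either lowered as inhibitor or raised as activator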;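 further: 0% = unlabeled GTP competition control and 100% = no-compound control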
# Target sequence (P01112 whole entry, looked up): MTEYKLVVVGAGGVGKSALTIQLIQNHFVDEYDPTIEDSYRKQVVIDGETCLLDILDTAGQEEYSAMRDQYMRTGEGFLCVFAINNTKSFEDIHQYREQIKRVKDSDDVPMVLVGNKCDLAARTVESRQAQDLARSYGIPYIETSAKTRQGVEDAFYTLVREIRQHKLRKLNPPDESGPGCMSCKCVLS
# Pf gametocyte – kills late stage P. falciparum gametocytes. P. falciparum stage V gametocytes, ATP luminescence, 24 h. inhibition, % at 10.9 µM. 150,000 compounds, 0.065% hits. AID 743093;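 active means inhibition above the mean plus 3 SD of compounds within the control limits, set per campaign, cut at about 38% in these data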;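 further: 0% = DMSO wells and 100% = medium only without gametocytes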
# Rab7 wt GTP bind – alters GTP binding to wildtype dog Rab7; GST-Rab7 beads, fluorescent GTP binding, flow cytometry; actives lie on both sides; untreated = 100%, excess cold GTP = 0%; GTP binding activity (percent of control), % at 10 µM; 190,000 compounds, 0.055% hits;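 active means fluorescent GTP binding to Rab7 beads changed by at least 20 points from the 100% baseline, either direction, mostly lower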;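 further: median green fluorescence of bound Bodipy-FL-GTP per Rab7 bead population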
# Rac1 mut GTP – alters GTP binding to activated mutant human Rac1. 190,000 compounds, 0.11% hits. P63000. GST-Rac1 activated beads, fluorescent GTP binding, flow cytometry; actives lie on both sides; 100% means binding = to untreated wells. AID 764. percent activity (GTP binding), % at 10 µM;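 active means GTP binding at least 20 percentage points away from the 100% baseline, in either direction, so actives lie on both sides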
# Mcl1-Bid inh – disrupts binding of human Mcl-1 to Bid peptide; Q07820; TR-FRET Mcl-1/Bid-Dy647 peptide binding, 1536-well; inhibition, % at 21.7 µM; 220,000 compounds, 0.97% hits; AID 1021;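 active means compounds that cut the binding signal by more than half at the single screening dose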;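 further: His-tagged Mcl-1 with europium anti-His antibody binding Bid BH3 peptide; 0% = Mcl-1 plus peptide wells and 100% = peptide-only wells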
# Numbers without * were called inactive; · = not tested or not shown.
# Screens in order – Bim-Mcl-1, Avidin bead fluor, Rac1 wt modul, Cdc42 wt, Rab2A wt mod, Mcl1 Noxa PPI, HRas wt GTP, Pf gametocyte, Rab7 wt GTP bind, Rac1 mut GTP, Mcl1-Bid inh
> COc1ccccc1N(C)S(=O)(=O)c1ccc(C(=O)NC2=NCCS2)cc1
→ -5, 33, 108, 107, 100, 10, 99, ·, 97, 100, -6
> CC(C)(C)NC(=O)CSc1nc2ccc(NC(=O)CSc3nnc(N)s3)cc2s1
→ 0, 6, 100, 99, 101, 21, 100, -10, 93, 100, 5
> COc1ccc(NS(=O)(=O)c2cccs2)c(OC)c1
→ 0, 7, 99, 97, 100, 27, 100, 8, 103, 96, -9
> CC(C)(C)N(Cc1ccccc1)C(=O)c1ccc(Br)o1
→ -5, 9, 95, 97, 96, 16, 93, 11, 94, 94, 0
> O=C(COc1ccc(Br)cc1Cl)NC(=S)N1CCc2ccccc21
→ 0, 13, 94, 94, 91, 15, 95, 6, 94, 93, -24
> O=C(c1cccs1)N1CCN=C1SCc1ccc(Cl)cc1
→ -22, 27, 91, 92, 97, 7, 96, 7, 102, 91, -2
> CN(C(=O)COC(=O)/C=C/c1ccccc1[N+](=O)[O-])c1ccccc1
→ 0, 8, 100, 98, 98, 11, 100, 2, 103, 99, -35
> CCn1[nH]c(=O)c(=Nc2c(C)n(C)n(-c3ccccc3)c2=O)cc1-c1ccc(Cl)cc1
→ -2, 9, 110, 101, 101, 20, 101, 6, 100, 101, -35
> O=C1CCCN1CCCNCC(=O)N1c2ccccc2Sc2ccccc21
→ 3, 7, 105, 104, 101, 41, 104, ·, 100, 100, 51*
> O=c1c2c3c(sc2ncn1/N=C/c1ccc(Br)o1)CCCC3
→ -4, 13, 103, 101, 99, 4, 101, ·, 101, 98, -3
> NC(=O)C1CCN(C(=O)c2ccc(NC3=NC4CS(=O)(=O)CC4S3)cc2)CC1 (centres undefined)
→ 0, 8, 106, 105, 107, 9, 102, ·, 106, 98, -31
> O=C(NCc1ccccc1Cl)C1CCC(CNc2nc(=S)[nH]c3ccccc23)CC1 (centres undefined)
→ 7, 8, 78*, 90, 88, -32, 86, ·, 88, 92, 19
> CCOC(=O)c1c(C)[nH]c(C(=O)OCC(=O)NC(C)(C)C)c1C
→ -1, 11, 94, 93, 94, -1, 96, -9, 102, 95, -11
> CCn1c(SCc2nc3scc(-c4ccccc4)c3c(=O)[nH]2)nnc1-c1cccs1
→ -9, 12, 101, 99, 96, 17, 98, 4, 97, 97, -13
> CCCOc1ccc(/C(O)=C2/C(=O)C(=O)N(CCCn3ccnc3)C2c2cccs2)cc1 (centres undefined)
→ -3, 14, 94, 96, 94, 10, 92, -5, 92, 94, -16
> Cc1ccc(NC(=O)COC(=O)Cc2csc(-c3cccc(F)c3)n2)cc1C
→ 0, 11, 96, 95, 94, 19, 96, ·, 99, 94, -6
> Clc1ccc(Nc2ccc(NCc3ccccc3)nn2)cc1
→ -7, 17, 100, 100, 95, 19, 96, -7, 96, 99, -12
> COc1ccc(CC(=O)NNC(=O)COc2ccc3ccccc3c2)cc1
→ 12, 8, 101, 100, 99, -15, 98, ·, 100, 98, -11
> OCCCNC(=S)Nc1ccc(Oc2ccccc2)cc1
→ -8, 13, 102, 98, 102, 13, 99, ·, 98, 99, -45
> COc1ccc(S(=O)(=O)N[C@@H](Cc2ccc(Cl)cc2)C(=O)N2CC[C@@]3(O)CCCC[C@H]3C2)cc1
→ 3, 16, 96, 94, 96, 18, 94, ·, 91, 94, 6
> Cc1ccc(C(=O)N(CC#N)CC#N)cc1C
→ -2, 13, 100, 98, 95, 11, 97, 8, 97, 98, -2
> CC(Cc1c[nH]c2ccccc12)NC(=O)C1CCCNC1=O (centres undefined)
→ 0, 8, 99, 101, 98, 1, 102, 13, 102, 96, -65
> N/C(=N\NC(=O)c1cccs1)c1cc2ccccc2oc1=O
→ 8, 5, 99, 97, 93, 9, 96, 3, 99, 97, -16
> Cc1cc(C)nc(SC2CCOC2=O)n1 (centres undefined)
→ -4, 14, 94, 96, 94, 5, 96, 22, 95, 93, 0
> Cc1ccc(S(=O)(=O)c2cn(Cc3ccc(F)cc3)c3cc4c(cc3c2=O)OCO4)cc1
→ 29, 8, 98, 98, 100, -38, 100, ·, 99, 97, -6
> Cc1[nH]c(-c2ccc3c(c2)OCO3)nc1C(=O)O
→ 1, 8, 108, 106, 102, 1, 104, ·, 102, 100, -24
> CCCCCc1c2c(cc(O)c1C(=O)O)OC(=O)c1c(cc(OC)cc1C(=O)CCCC)O2
→ -6, 7, 91, 90, 92, 47, 92, ·, 99, 88, 17
> CC(=O)Oc1ccc2nc(-c3cccs3)oc(=O)c2c1
→ 1, 40, 100, 101, 97, 17, 99, ·, 101, 99, -13
> Cc1c(NC(=O)c2ccc(-c3cccc([N+](=O)[O-])c3)o2)c(=O)n(-c2ccccc2)n1C
→ -2, 14, 98, 99, 96, -6, 96, -16, 99, 95, -17
> COc1ccccc1CNC(=O)C1(c2ccc(Cl)cc2)CC1
→ 1, 3, 101, 99, 99, 8, 96, 9, 97, 99, -25
> Cn1c(C(=O)NC2CC2)cc(=O)n(C)c1=O
→ -1, 10, 105, 100, 101, 1, 104, 10, 109, 98, 5
> O=C(O)CCN1C(=O)NC2(CCCC2)C1=O
→ 0, 15, 108, 107, 104, 8, 103, ·, 101, 101, -11
> COc1ccc(S(=O)(=O)NCc2ccc(C(=O)N3CCN(c4ccccn4)CC3)cc2)cc1
→ 0, 7, 89, 92, 93, ·, 92, 16, 90, 92, -18
> CCS(=O)(=O)N1CCN(C(=O)c2ccc(-c3ccccc3)cc2)CC1
→ -1, 15, 106, 106, 102, 6, 104, -14, 103, 99, -26
> CN(C)C(=O)N1CCCC(C(=O)NCc2ccccc2)C1 (centres undefined)
→ -2, 16, 102, 105, 104, -11, 104, ·, 101, 100, -18
> COC(=O)C1=C(C)N(C)C(=O)NC1c1ccc(O)c(Cl)c1 (centres undefined)
→ 1, 9, 98, 95, 96, 21, 94, 2, 102, 94, -38
> CCN(CC)CCNC(=O)c1ccc(NC(=O)c2c(F)cccc2Cl)cc1
→ -3, 11, 104, 99, 102, -1, 102, -14, 103, 99, -1
> Cc1ccc(Cn2cc(SCC(N)=O)c3ccccc32)cc1
→ 0, 23, 94, 95, 98, 8, 98, ·, 101, 94, -14
> Cc1ccc2c(c1)-c1c(cnn1CC(=O)NC(C)CCc1ccco1)CO2 (centres undefined)
→ 0, 7, 109, 107, 104, 3, 103, ·, 100, 101, -32
> COc1ccc(NC2=CC(=O)CC(C)(C)C2)cc1OC
→ -1, 9, 100, 99, 98, 17, 99, -5, 98, 100, -45
> CN(c1ccccc1C(=O)NCc1ccccn1)S(C)(=O)=O
→ -4, 11, 102, 103, 100, -27, 100, ·, 99, 99, -9
> CCc1ccc(CN2CCN(C(=O)c3cccc(OC)c3OC)CC2)cc1
→ -2, 5, 101, 98, 98, 26, 100, ·, 94, 97, 38
> CCOC(=O)C1=C(c2ccccc2)NC(SCC(=O)Nc2cccc(C)c2)=C(C#N)C1c1ccco1 (centres undefined)
→ 0, 25, 98, 98, 98, 19, 99, ·, 96, 97, -39
> CN(C(=O)COC(=O)c1ccc2c(=O)n3c(nc2c1)CCC3)c1ccccc1
→ 1, 3, 99, 104, 99, 5, 101, ·, 100, 103, 0
> CN(CC(=O)Nc1ccc(F)c(F)c1F)c1ncnc2sccc12
→ 0, 12, 98, 99, 97, 22, 96, ·, 96, 98, -24
> COc1ccc(OC)c(-c2cc(C(=O)Nc3sc4c(c3C#N)CCC(C)C4)c3ccccc3n2)c1 (centres undefined)
→ -4, 12, 100, 99, 100, -19, 98, ·, 98, 95, -14
> CCOC(=O)COc1c(OC)cc(Cl)cc1C1Nc2ccccc2C(=O)N1c1cccc(C)c1 (centres undefined)
→ -1, 38, 102, 105, 102, -14, 104, ·, 98, 99, -7
> S=C(NCCCN1CCOCC1)Nc1ccc(Cl)cc1
→ -7, 9, 104, 96, 98, -6, 99, 9, 102, 97, -83
> O=C(Nc1ccc2c(c1)Cc1ccccc1-2)c1ccncc1
→ 0, 15, 104, 104, 100, 18, 101, -16, 99, 103, -18
> O=C(Oc1ccc([N+](=O)[O-])cc1)c1cccnc1
→ 7, 17, 101, 97, 90, 2, 92, -4, 96, 97, -4
> Cc1ccc(Cc2c(C)nc3nc(SCC(=O)NCCN4CCOCC4)nn3c2C)cc1
→ -2, 13, 105, 103, 103, 7, 103, ·, 103, 101, 17
> CC1(C)C2CCC1(CS(=O)(=O)Nc1ccc(S(=O)(=O)NC3CCCCC3)cc1)C(=O)C2 (centres undefined)
→ -2, 16, 101, 98, 98, 9, 98, -20, 101, 97, -26
> CCC(=O)Nc1nnc(SCC(=O)N2c3ccccc3CC2C)s1 (centres undefined)
→ -2, 5, 101, 100, 98, -7, 100, ·, 99, 99, -13
> Cc1cc(C)cc(-n2nnnc2SCC(=O)Nc2nc(-c3ccc(Cl)cc3)cs2)c1
→ -2, 8, 94, 98, 97, -4, 98, 23, 100, 97, -4
> CC(C)NS(=O)(=O)c1ccc(CCC(=O)NCc2ccncc2)cc1
→ -6, 9, 98, 104, 102, -18, 100, -11, 96, 99, -13
> CCOc1ccc(C(=O)NCC2CCCO2)cc1OCC (centres undefined)
→ -4, 13, 102, 96, 96, 11, 98, 21, 98, 98, -15
> CCSc1nnc(NC(=O)CCNS(=O)(=O)c2cc(Br)cnc2N)s1
→ 0, 10, 105, 105, 104, 12, 106, ·, 106, 102, 13
